# Screening results (PubChem BioAssay)
# FH mod: Identification of activators of human fumarate hydratase by quantitative high-throughput screening; 54,000 compounds, 0.22% hits; Potency, µM (top dose mostly 79.9 µM), for inactives: at the highest dose activity change, negative = inhibition, most hits filed as inhibitors; Fumarate hydratase, mitochondrial (Homo sapiens), P07954; FH coupled MDH/diaphorase resazurin fluorescence, 15 min; AID 1347055, 2019; note: the screen sought activators but most active calls are inhibition curves; nearly all actives have a fitted effect of over 45% in size
# Target sequence (P07954 whole entry, looked up): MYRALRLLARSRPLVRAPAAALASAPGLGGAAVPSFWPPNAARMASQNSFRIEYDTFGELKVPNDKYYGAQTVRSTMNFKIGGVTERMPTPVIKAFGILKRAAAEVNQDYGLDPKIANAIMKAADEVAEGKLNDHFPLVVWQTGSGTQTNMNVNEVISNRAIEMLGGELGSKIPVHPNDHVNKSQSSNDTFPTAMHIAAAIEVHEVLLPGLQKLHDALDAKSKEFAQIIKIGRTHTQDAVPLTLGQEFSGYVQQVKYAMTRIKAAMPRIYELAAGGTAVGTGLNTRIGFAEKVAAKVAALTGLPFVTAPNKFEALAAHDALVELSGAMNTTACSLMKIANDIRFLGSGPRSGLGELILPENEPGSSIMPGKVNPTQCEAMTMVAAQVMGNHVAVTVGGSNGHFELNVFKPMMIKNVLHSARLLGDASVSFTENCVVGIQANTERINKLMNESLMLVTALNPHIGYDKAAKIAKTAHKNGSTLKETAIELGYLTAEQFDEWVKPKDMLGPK
# NTMT1 inhibitor: blocks human N-terminal methyltransferase 1 activity. Potency, µM (doses to about 114 µM), for the others: top-dose activity change, negative = inhibition, most hits filed as inhibitors. AID 1645870. 59,000 compounds, 2.5% hits. Q9BV86. NTMT1 MTase-Glo SAH luminescence, purified enzyme;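 note: plate controls were DMSO vehicle for no effect and no enzyme for full effect; nearly all actives have a fitted effect of over 65% in size; many of its hits are not listed in these tables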
# Target sequence (Q9BV86 whole entry, looked up): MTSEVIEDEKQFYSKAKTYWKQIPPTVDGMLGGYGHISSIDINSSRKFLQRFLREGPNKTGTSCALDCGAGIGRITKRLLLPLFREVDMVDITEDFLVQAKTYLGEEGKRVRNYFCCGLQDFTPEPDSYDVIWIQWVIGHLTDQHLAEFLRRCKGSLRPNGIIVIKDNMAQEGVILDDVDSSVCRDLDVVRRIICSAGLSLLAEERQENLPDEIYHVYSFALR
# The depositor's hits bear a star; ? = inconclusive; & = joins results of further samples; [ ] = another dose, or the depositor's remark. Calls come from the whole dose curve; as a rule, active = well fitted curve in the direction sought with a large enough effect; inconclusive = small, poorly fitted or top-dose-only effect, or another doubt; inactive = no such curve, though single readings can be large; an effect the other way counts as inactive or inconclusive. Unless noted, % is set by controls: 0 for no effect and ±100 for the full control effect; potency is the fitted concentration of half-maximal effect. An excerpt (hit frequency here may not be typical).
# Sample of the layout:
# Under each structure – NTMT1 inhibitor	FH mod
> CCCCCCCCCCCCCC[N+](C)(C)C
  ?	-7%[53.3 µM]
> COc1cc(OC)c(NC(=O)Nc2cc(C)on2)cc1Cl
  ?	6%[53.3 µM]

# Results, previewed entries included:
# Under each structure – NTMT1 inhibitor	FH mod
> CCCCCCCCCCCCCC[N+](C)(C)C
  ?	-7%[53.3 µM]
> COc1cc(OC)c(NC(=O)Nc2cc(C)on2)cc1Cl
  ?	6%[53.3 µM]
> N[C@@H](CCC(=O)N[C@@H](CS)C(=O)NCC(=O)O)C(=O)O
  -12%[29.8 µM]	5%[20.6 µM]
> C[C@@]1(C(=O)Nc2ccc(F)nc2)CCCN1c1nc(Nc2cc(C3CC3)[nH]n2)c2cccn2n1
  0%&-25%[57.5 µM]	5%
> NC(N)=NC(N)=NCCc1ccccc1
  2%	10%&-12%[53.3 µM]
> CC1OC(OC2C(CO)OC(OCC3OC(OC(=O)C45CCC(C)(C)CC4C4=CCC6C7(C)CCC(OC8OC(CO)C(O)C(OC9OC(CO)C(O)C(O)C9O)C8O)C(C)(C)C7CCC6(C)C4(C)CC5)C(O)C(O)C3O)C(O)C2O)C(O)C(O)C1OC1OC(CO)C(O)C(O)C1O (stereo not given)
  -1%[6.45 µM]	8%[13.5 µM]
> Cc1ccc(Cl)cc1NC(=O)c1nc[nH]c1C(=O)Nc1nc2ccccc2[nH]1
  ?	?
> C[C@@H]1O[C@@H](O[C@H]2[C@@H]3C=CO[C@@H](O[C@@H]4O[C@H](CO)[C@@H](O)[C@H](O)[C@H]4O)[C@@H]3[C@@]3(CO)O[C@@H]23)[C@H](O)[C@H](OC(=O)/C=C/c2ccc(O)c(O)c2)[C@H]1O
  1%[12.6 µM]	-1%[20.6 µM]
> COc1cc(C)c(C(=O)OC2C(C)OC(OC3CCC(C)C4C3C=C(C)C3/C(C)=C\CC/C(C)=C/C5(C)C=C(C(=O)O)C(C)CC56OC(=O)/C(=C(\O)C34C)C6=O)C(O)C2O)c(OC)c1 (stereo not given)
  8%[12.6 µM]	0%[20.6 µM]
> COc1ccc(Cl)cc1C(=O)NCCc1ccc(S(=O)(=O)NC(=O)NC2CCCCC2)cc1
  -7%&3%[57.5 µM]	1%
> C[N+](C)([O-])CCNc1ccc(NCC[N+](C)(C)[O-])c2c1C(=O)c1c(O)ccc(O)c1C2=O
  ?	-9%[53.3 µM]
> C1=Cc2ccccc2C(=C2CCN(CCCCc3nn[nH]n3)CC2)c2ccccc21
  20%[57.5 µM]	4%
> CC1CC[C@]2(C(=O)O)CC[C@]3(C(=O)O)C(=CCC4[C@@]5(C)CC[C@H](OC6OC(C)C(O)C(OC7OC(CO)C(O)C(O)C7O)C6O)C(C)(C)C5CC[C@]43C)C2C1C (stereo not given in full)
  1%[12.6 µM]	-6%[20.6 µM]
> O=C(Nc1nnc(-c2ccco2)o1)c1cc(-c2ccccc2)nc2ccccc12
  17%[57.5 µM]	13%[53.3 µM]
> Nc1ccc(S(=O)(=O)Nc2ccccc2)cc1
  23%[57.5 µM]	0%[53.3 µM]
> COc1cc2c(cc1OC)C1CC(=O)C(CC(C)C)CN1CC2 (stereo not given)
  -4%[57.5 µM]	18%&-18%[53.3 µM]
> O=C(O)[C@H]1CCCC[C@H]1C(=O)N1CCc2ccccc2[C@H]1CN1C(=O)c2ccccc2C1=O
  8%[57.5 µM]	20%
> NC1=N[C@H]2[C@H](CS[C@H]2CCCCC(=O)O)N1
  10%[29.8 µM]	1%[20.6 µM]
> Cc1ccc(C)c(S(=O)(=O)n2cnc3ccccc32)c1
  -12%[57.5 µM]	4%
> Nc1ncnc2c1c(COc1cccc(Cl)c1)nn2C1CCOCC1
  ?	-1%
> COC(=O)C1=COC(O[C@@H]2O[C@H](CO)[C@@H](O)[C@H](O)[C@H]2O)C2C(C)C(=O)CC12 (stereo not given in full)
  -6%[29.8 µM]	-1%[53.3 µM]
> O=C(c1ccccc1)c1c(O)cc(O)cc1O[C@@H]1O[C@H](CO)[C@@H](O)[C@H](O)[C@H]1O
  ?	-7%[53.3 µM]
> Cc1occc(=O)c1O[C@@H]1O[C@H](CO)[C@@H](O)[C@H](O)[C@H]1O
  28%[57.5 µM]	1%
> O=S(=O)(c1ccc(Cl)cc1)N1CCN(c2ccnc3cc(Cl)ccc23)CC1
  6%[57.5 µM]	-12%
> CC1=C[C@@H]2[C@@H]([C@@H](O)C[C@@]3(C)[C@H]2C[C@@H](C)[C@]3(O)C(=O)CO)[C@@]2(C)Cc3cnn(-c4ccccc4)c3C=C12
  -26%[57.5 µM]	7%[53.3 µM]
> OC1C=C2C3CN(Cc4cc5c(cc43)OCO5)C2CC1O (stereo not given)
  -3%[57.5 µM]	6%
> COc1cc(Br)c(Nc2nc(-c3c(C)nc4ncccn34)cs2)c(Br)c1
  ?	1%
> Cc1cnn(-c2ccccc2)c1NC(=O)COCc1ccccc1
  3%[57.5 µM]	0%
> CC(C)(O)CC[C@@H](O)[C@](C)(O)[C@H]1CC[C@@]2(O)C3=CC(=O)[C@@H]4C[C@@H](O)[C@@H](O)C[C@]4(C)[C@@H]3CC[C@]12C
  ?	2%[53.3 µM]
> O=C(Oc1ccccc1C(=O)O)c1ccccc1O
  -19%[57.5 µM]	-5%[53.3 µM]
> COC(=O)C1=COC(O[C@@H]2O[C@H](CO)[C@@H](O)[C@H](O)[C@H]2O)[C@H]2[C@@H]1[C@H](OC(=O)CCc1ccc(O)cc1)C[C@]2(C)O (stereo not given in full)
  -8%[29.8 µM]	0%[53.3 µM]
> C=CCc1ccc(O[C@@H]2O[C@H](CO)[C@@H](O)[C@H](O)[C@H]2O)c(OC)c1
  11%[29.8 µM]	0%[53.3 µM]
> C[C@H]1[C@H](O)O[C@@H]2O[C@@]3(C)CC[C@H]4[C@H](C)CC[C@@H]1[C@@]24OO3
  -18%[57.5 µM]	0%
> CC(=O)O[C@H]1[C@@]2(O)C[C@H](C)[C@H](OC(=O)c3ccccc3)[C@@H]2[C@@H](OC(=O)CO)[C@]2(OC(C)=O)C[C@H]3C(=O)C(C)(C)C[C@@H]3[C@@]1(C)[C@H]2OC(C)=O
  0%[12.6 µM]	8%[20.6 µM]
> C[C@@H]1[C@H](O)[C@@H]2OC(=O)C3=C2[C@H](CCC3)[C@@]12C[C@@H](c1ccoc1)OC2=O
  10%[29.8 µM]	2%[53.3 µM]
> Nc1nc(F)nc2c1ncn2[C@@H]1O[C@H](COP(=O)(O)O)[C@@H](O)[C@H]1O
  -23%[57.5 µM]	-9%[53.3 µM]
> CCNC(=O)[C@@H]1CCCN1C(=O)[C@H](CCCN=C(N)N)NC(=O)[C@H](CC(C)C)NC(=O)CNC(=O)[C@H](Cc1ccc(O)cc1)NC(=O)[C@H](CO)NC(=O)[C@H](Cc1c[nH]c2ccccc12)NC(=O)[C@H](Cc1cnc[nH]1)NC(=O)[C@@H]1CCC(=O)N1
  18%[57.5 µM]	8%[53.3 µM]
> C=C1CCC[C@]2(C)CC[C@@H](C(=C)C(=O)O)[C@H](O)[C@@H]12
  5%[57.5 µM]	-2%
> COc1ccc(CCC(C)=O)cc1
  37%[activator][57.5 µM]	2%[53.3 µM]
> O=C(O)/C=C/c1ccc(O[C@@H]2O[C@H](CO)[C@@H](O)[C@H](O)[C@H]2O)cc1
  -8%[29.8 µM]	5%[53.3 µM]

# 3 compounds already listed, sorted by number of heavy atoms, lowest first.
# Under each structure – NTMT1 inhibitor	FH mod
> COc1ccc(CCC(C)=O)cc1
  37%[activator][57.5 µM]	2%[53.3 µM]
> C[C@H]1[C@H](O)O[C@@H]2O[C@@]3(C)CC[C@H]4[C@H](C)CC[C@@H]1[C@@]24OO3
  -18%[57.5 µM]	0%
> COC(=O)C1=COC(O[C@@H]2O[C@H](CO)[C@@H](O)[C@H](O)[C@H]2O)[C@H]2[C@@H]1[C@H](OC(=O)CCc1ccc(O)cc1)C[C@]2(C)O (stereo not given in full)
  -8%[29.8 µM]	0%[53.3 µM]

# Later entries.
# Under each structure – NTMT1 inhibitor	FH mod
> OC1CCC(Nc2nc(-c3ccccc3)nc3[nH]ccc23)CC1 (stereo not given)
  -3%[57.5 µM]	5%
> C=CC1(C)CC=C2C(CCC3C(C)(C(=O)O)CCCC23C)C1 (stereo not given)
  -3%[57.5 µM]	-17%
> COc1cc2ncnc(Oc3ccc(CC(=O)Nc4cnn(C(C)C)c4)cc3)c2cc1OC
  -8%	1%&5%
> Nc1ccc(C(=O)OCC(O)CO)cc1 (stereo not given)
  20%[57.5 µM]	-1%[53.3 µM]
> CCC(=O)O[C@H]1[C@H](O[C@@H]2[C@@H](C)[C@H](O[C@H]3C[C@@](C)(OC)[C@@H](O)[C@H](C)O3)[C@@H](C)C(=O)O[C@H](CC)[C@@](C)(O)[C@H](O)[C@@H](C)C(=O)[C@H](C)C[C@@]2(C)O)O[C@H](C)C[C@@H]1N(C)C
  5%[57.5 µM]	8%[53.3 µM]
> O=C(O)c1cc(O[C@@H]2O[C@H](CO[C@@H]3OC[C@@H](O)[C@H](O)[C@H]3O)[C@@H](O)[C@H](O)[C@H]2O)c2ccccc2c1O
  -4%[29.8 µM]	-2%[53.3 µM]
> C=CC(C)(CC/C=C(\C)C(=O)OC[C@H]1O[C@@H](OC(C)(C=C)CC/C=C(\C)C(=O)O[C@H]2[C@H](O)[C@@H](O)[C@H](OC(C)(C=C)CC/C=C(\C)C(=O)O)O[C@@H]2CO)[C@H](O)[C@@H](O)[C@@H]1O)O[C@@H]1O[C@H](CO)[C@@H](O)[C@H](O)[C@H]1O (stereo not given in full)
  7%[12.6 µM]	-1%[20.6 µM]
> CC(=O)N1CCN(c2ccc(O)cc2)CC1
  28µM*	?
> COC(=O)C1C(O)CCC2CN3CCc4c([nH]c5ccccc45)C3CC21 (stereo not given)
  15%[29.8 µM]	-9%[53.3 µM]
> C=C1C(=O)OC(CCCCCCCC)C1C(=O)O (stereo not given)
  -14%	-4%[53.3 µM]
> COC(=O)N(C)c1c(N)nc(-c2nn(Cc3ccccc3F)c3ncccc23)nc1N
  -2%[57.5 µM]	6%
> CCN1C(C)(C)CC(Oc2ccc(C(=O)Nc3ccc(NC(=O)Nc4cc(C(C)(C)C)on4)cc3)nc2)CC1(C)C
  5%[57.5 µM]	?
> Cc1ccc(-c2ccccc2C#N)cc1
  -39%[57.5 µM]	-14%[53.3 µM]
> COC(=O)C1=CO[C@@H](O[C@@H]2O[C@H](CO[C@@H]3O[C@H](CO)[C@@H](O)[C@H](O)[C@H]3O)[C@@H](O)[C@H](O)[C@H]2O)[C@@H]2C(CO)=CC[C@H]12
  -4%[29.8 µM]	6%[53.3 µM]
> CC[C@]1(O)C[C@H]2CN(CCC3C(=Nc4ccccc43)[C@@](C(=O)OC)(c3cc4c(cc3OC)N(C)[C@H]3[C@@](O)(C(N)=O)[C@H](O)[C@]5(CC)C=CCN6CC[C@]43[C@@H]65)C2)C1 (stereo not given in full)
  ?	-3%
> C=C1C(=CC=C2CCCC3(C)[C@@H]([C@H](C)C=CC=CC(O)(CC)CC)CC[C@@H]23)C[C@@H](O)C[C@@H]1O (stereo not given in full)
  -33%[57.5 µM]	-9%[53.3 µM]
> C=C[C@H]1[C@H](O[C@@H]2O[C@H](CO)[C@@H](O)[C@H](O)[C@H]2O)OC=C(C(=O)OC)[C@H]1CC=O
  1%[29.8 µM]	5%[53.3 µM]
> COc1cc(-c2ncn(/C=C\C(=O)OC(C)C)n2)cc(C(F)(F)F)c1
  -3%[57.5 µM]	-6%
> O=C(O)CCCCC(=O)O
  25%[57.5 µM]	-8%[53.3 µM]
> O=C(/C=C/c1ccc(O)c(O)c1)O[C@H]1[C@H](OC2CCCCC2O)O[C@H](CO)[C@@H](O)[C@@H]1O (stereo not given in full)
  5%[29.8 µM]	-29%[53.3 µM]
> C=C(C)C(=O)O[C@H]1C[C@@](C)(OC(C)=O)[C@@]2(O)CC[C@@](C)(O)[C@H](OC(C)=O)[C@@]23OC(=O)C(COC)=C13
  7%[29.8 µM]	0%[53.3 µM]
> CC[C@@H](Nc1c(Nc2cccc(C(=O)N(C)C)c2O)c(=O)c1=O)c1cc(C(C)C)co1
  5%[57.5 µM]	0%
> COC1=CC(=O)C[C@@H](C)[C@@]12Oc1c(Cl)c(OC)cc(OC)c1C2=O
  -2%[29.8 µM]	6%[53.3 µM]
> c1cc(CN2CCCNCCNCCCNCC2)ccc1CN1CCCNCCNCCCNCC1
  -13%	20%[53.3 µM]
> C=C1C(=O)O[C@@H]2CC(C)=C([C@@H](C)CCCO)[C@@H](OC(=O)C(C)C)[C@H]12
  9%[29.8 µM]	-7%[53.3 µM]
> O=Nc1c(-c2c(O)[nH]c3ccc(F)cc23)[nH]c2ccccc12
  ?	-9%
> NC(=O)c1csc(C2OC(CO)C(O)C2O)n1 (stereo not given)
  15%[57.5 µM]	1%
> COc1cc(-c2nn(C3CCC(N4CCN(C(C)=O)CC4)CC3)c3ncnc(N)c23)ccc1NC(=O)c1cc2ccccc2n1C (stereo not given)
  13%	-2%
> COc1cc(N)c(Cl)cc1C(=O)NC1CCN(Cc2ccccc2)CC1
  22%[57.5 µM]	-10%[53.3 µM]
> CCN1CCN(C(=O)N[C@H](C(=O)N[C@@H]2C(=O)N3C(C(=O)O)=C(CSc4nnnn4C)CS[C@@H]23)c2ccc(O)cc2)C(=O)C1=O
  -17%[12.6 µM]	0%[13.5 µM]
> C[C@H](Oc1ccc(S(C)(=O)=O)cc1C(=O)N1CCN(c2ncc(C(F)(F)F)cc2F)CC1)C(F)(F)F
  6%[57.5 µM]	-1%
